High-throughput results as filed in PubChem BioAssay.
S3 lipid droplet: qHTS Assay for Lipid Storage Modulators in Drosophila S3 Cells; Drosophila S3 cells, BODIPY lipid droplet fluorescence, 18-24 h; cells fed with added oleic acid; Potency in µM for hits, for the others lipid storage change, negative = inhibition, % at the top dose, mostly 46.1 µM; 320,000 compounds, 0.64% hits; active means well fitted inhibition curve with a large enough effect in the signal ratio, with a control signal flat, not every such curve was filed as active; inconclusive means small, poorly fitted or top-dose-only effect, or effect the other way, or a change in a side signal; the % refers to the signal ratio
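Drosophila S3 cells got compounds at several concentrations plus oleic acid (400 uM solution). Laser-scanning cytometry with 488 nm excitation read lipid droplets at 500-530 nm and cells at 575-640 nm. Percent activity was relative to 20 uM Triacsin C.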
S3 lipid droplet cell count max: recorded beside S3 lipid droplet, whose call it bears; cell number change, %; measured here: cell count max response;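 cells counted by Cell Tracker Red CMTPX staining in the red channel; peak over a dose series mostly up to 46.1 µM; percent activity relative to internal control wells on each plate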
The depositor's hits bear a star; i = inactive; ? = inconclusive; nt = not tested or not shown. On the % scale 0 is the no-effect control and ±100 the full control effect; potency means the concentration at half of the fitted maximal effect. These rows are one share of the data. The share of hits here may be higher or lower than overall.

S3 lipid droplet cell count max	S3 lipid droplet	Structure
16	-2%	COc1ccccc1N1CCN(Cc2cc3c(cc2[N+](=O)[O-])OCO3)CC1
nt	?	CC(=O)N1CCC(N(CCN2CCOCC2)C(=S)Nc2cccc(C)c2)CC1
nt	?	Cc1ccc(NC(=S)c2nc3ccccc3[nH]2)cc1
nt	?	CC(=O)Nc1ccc(S(=O)(=O)N[C@@H](C)C(=O)OCC(=O)NC2CCCC2)cc1
10	10%	O=C(CN1C(=O)c2ccccc2C1=O)OCCOCCN=C1NS(=O)(=O)c2ccccc21
nt	?	Cc1nn(-c2ccc(C(=O)NCC(c3ccco3)N3CCCC3)cc2)c(C)c1Cl (stereo not drawn)
nt	-1%	Cc1ccc(-n2c(C)cc(/C=N/NC(=O)CC3(C)OCCO3)c2C)c(C)c1
-11	12%	COCCNC(=O)CSc1nc2c(n1-c1ccccc1)CCCC2
nt	?	Cn1nnnc1SCc1cc(=O)[nH]c2ccccc12
nt	i	O=C(Nc1ccc(SC(F)F)cc1)C1=COCCO1
nt	?	CC(Cc1cccs1)N(Cc1ccc(Cl)cc1)C(=O)c1ccncc1 (stereo not drawn)
nt	-18%	CC(NC(=S)Nc1c(Br)cccc1OC(F)F)C(C)(C)C (stereo not drawn)
nt	?	CCn1c(SCC(N)=O)nnc1-c1ccc(S(=O)(=O)N2CCN(C)CC2)cc1
nt	?	Cc1cnc(NC(=O)c2ccc3ncsc3c2)s1
9	2%	Cc1cc(=O)cc(C)n1-c1ccc(Br)cc1
nt	?	COc1cccc2c(Nc3ccccc3C)cc(C)nc12
17	-12%	COC(=O)c1ccc(COc2ccccc2/C=N/NC(=O)c2cccnc2)cc1
nt	?	CCOc1cc(C(=O)NCc2nnc(SCC(=O)OC)n2C)cc(OCC)c1OCC
nt	?	O=C(Nc1ccc(-c2nnc3n2CCCCC3)cc1)c1ccco1
-22	i	COc1ccc(C(=O)OCC(=O)NC23CC4CC(CC(C4)C2)C3)c(OC)c1OC
-9	-7%	COc1cccc(NC(=O)CN2C(=O)NC3(CCc4ccccc43)C2=O)c1 (stereo not drawn)
0	5%	Cc1ccc(/C=C/C(=O)O)cc1S(=O)(=O)Nc1ccc2c(c1)OCO2
nt	?	Cc1ccc2nc3sc(C(=O)NCc4ccco4)c(N)c3cc2c1
nt	?	COc1ccccc1NCC(=O)c1ccc(Cl)cc1
-15*	5.8µM*	O=C(CCl)Nc1ccc(N=Nc2ccccc2)cc1
nt	?	CC1CC(NC(=O)c2c(O)nc3sccn3c2=O)CC(C)(C)C1 (stereo not drawn)
6	-5%	CCc1cc(=O)oc2cc(C)cc(OCC(=O)N[C@@H](CSCc3ccccc3)C(=O)O)c12
16	i	CN(C(=O)COc1ccc2ccc(=O)oc2c1)C1CCS(=O)(=O)C1 (stereo not drawn)
11	0%	CCOc1ccc(OCC)c(Nc2cc(C)nc3nc(C)nn23)c1
10	27%	CN1CCN(C(CNC(=O)C(=O)Nc2ccc3c(c2)OCO3)c2ccc(F)cc2)CC1 (stereo not drawn)
nt	?	CCn1c(C)nc2cc(C(=O)OC(C(F)(F)C(F)F)C(F)(F)C(F)F)ccc21
nt	?	O=C(CCC(=O)OCC(=O)c1ccc(-c2ccccc2)cc1)Nc1cccc2cccnc12
-33	i	COCC(=O)Nc1sc2c(c1C(=O)OC)CCC(C)C2 (stereo not drawn)
nt	?	COc1cccc(N2CCN(CC(=O)c3c[nH]c4ccc(OC)cc34)CC2C)c1 (stereo not drawn)
-22	-1%	Cc1c(Cc2ccccc2)c(=O)oc2c(C)c(OC(C)C(=O)N[C@@H](Cc3ccccc3)C(=O)O)ccc12 (stereo partly drawn)
-14	-7%	Cc1cc(C)c(C(=O)COC(=O)c2ccc([N+](=O)[O-])o2)cc1C
nt	0%	CCOc1ccc(CNC(=O)c2ccc3c(c2)N(CC)CCS3)cc1
nt	?	Cc1ccc(CNc2oc(-c3cccs3)nc2C#N)cc1
nt	?	COC(=O)n1ccc(C(=O)Nc2ccccc2F)n1
nt	?	Cc1cccc(-c2ocnc2C(=O)Nc2ccccc2C(=O)N2CCCC2)c1
-3	-1%	C[N+](C)(C)C(Cc1ccccc1)C(=O)[O-] (stereo not drawn)
nt	?	C=CCNC(=O)c1oc2ccc(S(=O)(=O)N(CC)CC)cc2c1C
5	i	COc1ccc(CN2CCN(C3CCC3)CC2CCO)c(F)c1 (stereo not drawn)
nt	?	Cc1nc(SC(C)C(=O)Nc2c(C)n(C)n(-c3ccccc3)c2=O)nc(C)c1C (stereo not drawn)
nt	?	COc1ccc(S(=O)(=O)Nc2c(C(=O)O)[nH]c3ccccc23)cc1
nt	?	CCOc1ccc(N(C)S(=O)(=O)c2ccc(-c3ccc(=O)[nH]n3)s2)cc1
nt	?	O=C(CSc1nc2ccccc2c(=O)n1-c1ccccc1Cl)Nc1cccc(S(=O)(=O)N2CCOCC2)c1
9	0%	CN(C)c1nc2ncn(Cc3ccccc3)c2c(=O)[nH]1
nt	?	COc1cccc(CC(=O)Nc2ccc(S(=O)(=O)Nc3nc(C)cc(C)n3)cc2)c1
nt	i	Cc1ccc(C(C)C)c(OCC(=O)Nn2c(C)nc3ccccc3c2=O)c1
nt	?	CSc1nncn1/N=C/c1ccc([N+](=O)[O-])cc1
nt	?	S=c1[nH]c(-c2ccccc2)cn1/N=C/c1cccnc1
nt	8%	Cc1ccc(C(=O)C[n+]2ccc3ccccc3c2)cc1
nt	?	OC(c1cccnc1)c1cccs1 (stereo not drawn)
15	i	CCOC(=O)/C(C#N)=C1/SC(CC)C(=O)N1c1ccc(C)cc1 (stereo not drawn)
nt	-7%	CCc1cc(=O)oc2cc(C)cc(OCC(=O)NC3CC3)c12
nt	?	CCOc1ccc(NC(=O)NC2CCS(=O)(=O)C2)cc1 (stereo not drawn)
14	i	O=C(O)CCC(NC(=O)C(Cc1ccc2c(c1)OCO2)NC(=O)c1ccccc1)C(=O)O (stereo not drawn)
nt	?	Cc1ccc(N2CCN(C(=O)C3CCCN(c4ncnc5c4nc4n5CCCCC4)C3)CC2)c(C)c1 (stereo not drawn)
-14	-3%	C/C(=N\OCC(=O)N/N=C/c1ccc(C)cc1O)c1cccs1

Two consecutive entries from above, quoted:
S3 lipid droplet cell count max	S3 lipid droplet	Structure
nt	i	Cc1ccc(C(C)C)c(OCC(=O)Nn2c(C)nc3ccccc3c2=O)c1
nt	?	CSc1nncn1/N=C/c1ccc([N+](=O)[O-])cc1

Additional structures follow:
S3 lipid droplet cell count max	S3 lipid droplet	Structure
nt	?	S=c1[nH]nc(Cn2nnc3ccccc32)n1-c1ccccc1
nt	?	Cc1cc(C(=O)COC(=O)C2CC2)c(C)n1-c1ccc(F)cc1
nt	?	COc1ccc(-n2c(SCC(=O)N3CCCCC3)nc3ccccc3c2=O)cc1
nt	?	O=C(NCCc1c[nH]c2ccccc12)c1cc2sccc2n1Cc1ccccc1
nt	?	O=C(CCl)NCc1cc(-c2ccc(Cl)cc2)no1
nt	?	O=C(Nc1cccnc1Cl)c1cc2c(s1)-c1ccccc1OC2
2	1%	COc1ccc(OCC(=O)OCC(=O)NCc2ccc(F)cc2)cc1
-14	-24%	C=CCC(=O)N1CCCC(CCC(=O)NCc2ccccc2F)C1 (stereo not drawn)
nt	?	COc1ccc(CNC(=O)Cn2nc(C)c3c(C)n(-c4ccc(C)cc4)nc3c2=O)cc1OC
16	28%	O=C(NCc1cccc(F)c1F)C1CCC(=O)N(C2CCCCCC2)C1 (stereo not drawn)
nt	i	CC(=O)N1CCN(c2ccc(NCc3ccc4c(c3)OCO4)cc2)CC1
nt	?	Cc1ccc(S(=O)(=O)Cc2ccc(C(=O)NC3CCCC3)o2)cc1
nt	?	Cc1ccc(-n2cc(C(=O)c3ccc(F)cc3)nn2)cc1Cl
-2.3*	18µM*	Cc1cc(C)cc(Nc2cnn(C34CC5CC(CC(CC(=O)O)(C5)C3)C4)c(=O)c2Cl)c1
nt	?	O=c1cc(-c2ccccc2)[nH]n1-c1nc2ccccc2[nH]1
5	-5%	C=CCOc1ccc(C=Nc2ccc(Cl)cc2)c(O)c1
5	-21%	CCCC(=O)N(Cc1cc(=O)[nH]c2ccccc12)c1ccccc1C
nt	i	O=[N+]([O-])c1ccccc1S(=O)(=O)NCCSc1ccccc1
nt	?	O=C(CN1CC[C@@]2(O)CCCC[C@H]2[C@@H]1c1ccc(F)cc1)NCc1ccco1
nt	?	Cc1c(C)n(CCCN(C)C)c2ncnc(NC3CCCCC3)c12
11	2%	COc1cc(C(=O)N[C@H](C(=O)Nc2nnc(C3CC3)s2)C(C)C)cc(OC)c1OC
0	-16%	CCC(=O)N1CC2(CC(c3cccc([N+](=O)[O-])c3)=NO2)C[C@H]1C(=O)NCC(N)=O (stereo partly drawn)
nt	?	O=C(NNc1nc2ccccc2s1)C1CC1
nt	?	C=CCc1ccc(OCCCCOc2ccc(C(=O)O)cc2)c(OC)c1
nt	?	Cc1nnc2sc(-c3ccc(N(C)C)cc3)nn2c1=O
nt	?	CCOCc1nnc(NC(=O)COc2ccc3c(c2)OCO3)s1
nt	?	CC1(C)C(N(O)C(=O)Nc2ccccc2)N(c2cccc(Cl)c2)C(=O)N1O (stereo not drawn)
-2	4%	CC(C(=O)NCCSCc1cccc(Cl)c1)N(c1ccccc1)S(C)(=O)=O (stereo not drawn)
nt	?	CCN(CC)C(=O)Cc1c(O)c2ccccc2[nH]c1=O
nt	?	CC(C)Cc1nnc(NC(=O)CCC(=O)N2CCN(c3ccccc3F)CC2)s1

Among those listed so far, these contain a COOH group.
S3 lipid droplet cell count max	S3 lipid droplet	Structure
0	5%	Cc1ccc(/C=C/C(=O)O)cc1S(=O)(=O)Nc1ccc2c(c1)OCO2
6	-5%	CCc1cc(=O)oc2cc(C)cc(OCC(=O)N[C@@H](CSCc3ccccc3)C(=O)O)c12
-22	-1%	Cc1c(Cc2ccccc2)c(=O)oc2c(C)c(OC(C)C(=O)N[C@@H](Cc3ccccc3)C(=O)O)ccc12 (stereo partly drawn)
nt	?	COc1ccc(S(=O)(=O)Nc2c(C(=O)O)[nH]c3ccccc23)cc1
14	i	O=C(O)CCC(NC(=O)C(Cc1ccc2c(c1)OCO2)NC(=O)c1ccccc1)C(=O)O (stereo not drawn)
-2.3*	18µM*	Cc1cc(C)cc(Nc2cnn(C34CC5CC(CC(CC(=O)O)(C5)C3)C4)c(=O)c2Cl)c1
nt	?	C=CCc1ccc(OCCCCOc2ccc(C(=O)O)cc2)c(OC)c1

Next entries
S3 lipid droplet cell count max	S3 lipid droplet	Structure
7	i	Cc1cc(=O)oc2c(C)c(OCC(=O)NCCc3ccc(S(N)(=O)=O)cc3)ccc12
nt	?	COc1cccc(C2CC(c3ccc(Br)cc3)=NN2C(=O)c2ccncc2)c1OC (stereo not drawn)
-6	i	Clc1cccc(-c2ccc(/C=N/n3cnnc3)o2)c1
nt	?	CC1=C(C(=O)Nc2ccccc2)C(c2ccc(C(C)C)cc2)N2C(=O)CSC2=N1 (stereo not drawn)
nt	?	N#CC1(NC(=O)CN2c3cccc4cccc(c34)S2(=O)=O)CCCCC1
nt	?	CC(C)CNC(=S)NC(=O)c1ccc(Cl)cc1
nt	?	Cc1nn(CC(=O)NC2C(=O)N3C(C(=O)O)=C(CSc4nnnn4C)CSC23)cc1Br (stereo not drawn)
nt	?	Cc1cc(C(=O)CN2C(=O)c3cccc(N)c3C2=O)c(C)n1Cc1cccs1
21	28%	O=C(CCc1nc2ccccc2c(=O)[nH]1)Nc1ccc(F)cc1
nt	?	CC(C)Cn1c(=O)c2c(nc3n2CCCN3CCc2ccccc2)n(C)c1=O
nt	?	Cc1ccc(-c2noc(C3CCCN(C(=O)c4cccc(F)c4)C3)n2)cc1 (stereo not drawn)
28	-7%	CC(C)(C)NC(=O)c1nc2nc(-c3ccccc3)cc(C(F)(F)F)n2n1
nt	?	NC(=Nc1ccc(Cl)cc1)c1ccccc1
nt	?	CC(C)n1nc(C(=O)NCCc2ccc(S(N)(=O)=O)cc2)c2ccccc2c1=O
nt	?	CC(C)NC(=S)Nc1ccc2[nH]c(=O)[nH]c2c1
nt	i	CC(C)(C)c1ccc(/C=N/n2cnnc2)cc1
1	1%	O=C(Cc1c(C(=O)O)[nH]c2ccccc12)NC1CCCC1
nt	?	COc1cccc(NC(=O)NCc2c(-c3ccccc3)noc2C)c1
3	1%	O=C(CCc1nc2ccccc2c(=O)[nH]1)OCc1ccccc1F
14	1%	NS(=O)(=O)c1ccc(NC(=O)C2COc3ccccc3O2)cc1 (stereo not drawn)
nt	?	Cc1occc1-c1nnc(SCC(=O)c2cc3ccccc3oc2=O)o1
11	5%	CC1=Nc2ccccc2N=C(NC(=O)CSC(=S)N2CCCCC2)C1c1ccccc1 (stereo not drawn)

4 structures out of the list, arranged by formula weight, high to low:
S3 lipid droplet cell count max	S3 lipid droplet	Structure
nt	?	COc1cccc(C2CC(c3ccc(Br)cc3)=NN2C(=O)c2ccncc2)c1OC (stereo not drawn)
11	5%	CC1=Nc2ccccc2N=C(NC(=O)CSC(=S)N2CCCCC2)C1c1ccccc1 (stereo not drawn)
nt	?	CC(C)CNC(=S)NC(=O)c1ccc(Cl)cc1
nt	?	CC(C)NC(=S)Nc1ccc2[nH]c(=O)[nH]c2c1
